Rin1 Abl inh: inhibitors of human Rin1-Abl protein interaction; P00519+Q13671; TR-FRET Rin1/Abl binding, biochemical; inhibition, % at 7.35 µM; 0.4% of 360,000 active; AID 588664; in the data active means inhibition above about 5%, passing the limit was not always enough
NadD block: NadD (S. aureus) enzyme inhibition | purified NadD enzyme, colorimetric absorbance read-out | inhibition, % at 20 µM | 0.78% of 360,000 active; in the data active means inhibition above about 26%; further: some compounds past the cut are filed as inactive
CSN inh: blocks human CSN-mediated cullin deneddylation. Q92905. Purified CSN, SCF-Nedd8-OG deneddylation, fluorescence polarization. inhibition, % at 12.5 µM. 0.38% of 360,000 active. AID 651999;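 active means pattern-corrected inhibition above about 35%, with an unprinted fluorescence ratio check between 0.5 and 1.5, limit read from the data, passing the limit was not always enough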;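 further: 0% = enzyme with substrate and 100% = substrate without enzyme; some results filed as inactive read as strong as hits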
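Test system: Human Csn5 produced in HEK293T cells | Compound: 12.5 µM single point | Times: 90 min, room temperature | Signal: Fluorescence polarization readout | Read-out basis: % inhibition of substrate cleavage by Csn5 | Controls: no-enzyme wells high, enzyme-with-substrate wells low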
PABP1 MLLE inh: inhibitors of microRNA-mediated deadenylation, human PABP1 MLLE binding. AID 588489. inhibition, % at 20 µM. P11940. 0.36% of 360,000 active. GST-MLLE / FITC-PAM2 fluorescence polarization; in the data active means inhibition above about 35%, passing the limit was not always enough;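 further: plate controls were DMSO wells with GST-MLLE for no effect and wells lacking GST-MLLE protein for full effect; some results filed as inactive read as strong as hits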
Target sequence (P11940 whole entry, looked up): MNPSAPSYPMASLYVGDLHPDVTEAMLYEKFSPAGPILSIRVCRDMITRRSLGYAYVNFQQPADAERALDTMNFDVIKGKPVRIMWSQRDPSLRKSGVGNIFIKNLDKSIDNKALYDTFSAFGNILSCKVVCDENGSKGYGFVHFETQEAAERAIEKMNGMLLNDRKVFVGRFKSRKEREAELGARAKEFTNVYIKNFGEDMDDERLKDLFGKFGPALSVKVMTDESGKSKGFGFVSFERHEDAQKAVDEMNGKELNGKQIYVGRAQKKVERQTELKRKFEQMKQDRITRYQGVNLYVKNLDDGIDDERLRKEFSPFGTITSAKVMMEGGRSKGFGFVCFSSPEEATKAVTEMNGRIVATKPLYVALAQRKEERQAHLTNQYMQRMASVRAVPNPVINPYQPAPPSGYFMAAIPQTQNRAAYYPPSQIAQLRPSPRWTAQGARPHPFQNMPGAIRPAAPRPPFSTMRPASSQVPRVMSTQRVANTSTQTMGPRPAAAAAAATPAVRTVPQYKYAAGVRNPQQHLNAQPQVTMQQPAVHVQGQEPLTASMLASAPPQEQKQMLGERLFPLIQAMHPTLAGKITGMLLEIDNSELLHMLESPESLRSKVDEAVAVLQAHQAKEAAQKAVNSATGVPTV
SKN-1 inh: C. elegans SKN-1 inhibition; C. elegans VP596 Pgst-4::GFP/RFP ratio, acrylamide-induced, 24 h; 0.49% of 360,000 active; AID 624304; inhibition, % at 21.8 µM;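 active means interference check ratio from 0.5 to 1.5 plus GFP to RFP signal ratio inhibition reaching or exceeding a fixed threshold, cut at about 30% in these data, passing the limit was not always enough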; further: some compounds called inactive have numbers as strong as hits
Rpn11 block: Rpn11 (human) deubiquitinase inhibition; O00487; human 26S proteasome, Ub4-pepOG fluorescence polarization; 20S core pre-blocked with epoxomicin; calls only at 20 µM; 0.59% of 360,000 active;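 active means inhibition at 20 µM, scaled to each plate's controls, above about 33%, limit read from the data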
Target sequence (O00487 whole entry, looked up): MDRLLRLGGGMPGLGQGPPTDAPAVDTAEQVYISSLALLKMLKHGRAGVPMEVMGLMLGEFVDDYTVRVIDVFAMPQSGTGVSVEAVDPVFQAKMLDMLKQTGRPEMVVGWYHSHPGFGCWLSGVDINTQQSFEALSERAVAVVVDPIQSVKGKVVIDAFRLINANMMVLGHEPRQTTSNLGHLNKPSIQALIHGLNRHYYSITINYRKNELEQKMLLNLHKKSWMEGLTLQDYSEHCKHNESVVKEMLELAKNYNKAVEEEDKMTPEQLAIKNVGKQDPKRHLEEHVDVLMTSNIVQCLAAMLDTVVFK
FAS TE block: blocks the thioesterase domain of human fatty acid synthase; P49327; 0.67% of 360,000 active; recombinant FAS-TE, OMFH fluorogenic substrate, fluorescence endpoint; inhibition, % at 15 µM;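 active means compounds whose normalised, plate-corrected inhibition of enzyme fluorescence in the single-dose primary screen is 50% or more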;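 further: 0% = DMSO with enzyme and 100% = substrate without enzyme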
MT1-MMP act inh: MT1-MMP (human) activation inhibition. P50281. HT1080 RFP-PRO-GFP cells, GFP/RFP ratio fluorescence, overnight; percent of plate control window, DMSO zero. GFP/RFP ratio change, % at 20 µM. 0.061% of 360,000 active. AID 651647;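 active means GFP/RFP ratio change of at least 30% with cell ATP level not reduced by more than half and red fluorescence within 50% of control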; further: strong numbers were not always called active
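system = RFP-PRO-GFP reporter HT1080 cells | dosing = 20 µM single dose, 1% DMSO | timing = overnight cell settling, then overnight compound exposure, 37 °C, 5% CO2 | read-out basis = GFP/RFP fluorescence ratio | controls = DMSO and RFP-L50D-GFP cell wells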
Neddyl block: blocks human cullin neddylation | P61081+Q13564 | TR-FRET cullin neddylation, biochemical | calls only at 25 µM | 0.58% of 360,000 active | AID 651699; in the data active means inhibition above about 36%
* hit, by the source's call; i = inactive; nt = no result given.

SMILES | Rin1 Abl inh | NadD block | CSN inh | PABP1 MLLE inh | SKN-1 inh | Rpn11 block | FAS TE block | MT1-MMP act inh | Neddyl block
O=C(NP(=O)(N1CCCC1)N1CCCC1)C1=C(N2CCOCC2)/C(=C/c2cccc([N+](=O)[O-])c2)CC1 | 0 | -4 | 1 | 2 | 2 | i | -9 | 3 | i
C/C=C/c1ccc(OCC(=O)Nc2cc(C(F)(F)F)ccc2N2CCOCC2)c(OC)c1 | 1 | -11 | 4 | -8 | -7 | i | 24 | 3 | i
COc1ccc(NC(=O)CN2C(=O)NC3(CCCc4ccccc43)C2=O)c(OC)c1 (stereo unspecified) | 7 | -7 | -4 | -17 | -7 | i | -1 | 3 | i
O=C(C1COc2ccccc2O1)N1CCN(c2ccccc2Cl)CC1 (stereo unspecified) | 2 | 0 | -9 | 5 | 5 | i | 15 | -2 | i
CCOc1ccccc1C1C(C(=O)OC)=CN(C)C=C1C(=O)OC | -3 | 3 | 3 | 2 | 7 | i | -4 | 6 | nt
CCCCOc1ccc(C(=O)NCC(=O)OCCCOC(=O)CNC(=O)c2ccc(OCCCC)cc2)cc1 | -2 | 6 | 1 | -69 | 8 | i | -5 | -2 | i
O=C(Nc1cccnc1)c1ccc(NS(=O)(=O)c2cc([N+](=O)[O-])ccc2Cl)cc1 | -2 | 10 | -1 | 15 | 16 | i | 9 | 2 | i
O=C(NCc1ccccn1)C(F)(F)C(F)(F)C(=O)NCc1ccccn1 | 4 | -4 | 5 | 17 | -11 | i | -11 | -4 | i
COc1ccc(C(C(=O)NC2CCCCC2)N(C(=O)c2ccco2)c2ccccc2C(C)=O)cc1 (stereo unspecified) | 2 | 2 | -4 | 3 | 5 | i | 2 | -4 | i
COc1ccc(Cl)cc1NC(=O)Nc1ccc(C(=O)N2CCCC2)cc1 | 2 | 6 | -4 | -3 | 12 | i | 13 | 1 | i
O=S(=O)(c1ccc(SCc2ccccc2)nc1)N1CCCCC1 | 1 | 7 | -3 | 39 | -10 | i | 28 | 8 | i
N#Cc1ccc(N/N=C/c2ccccc2)c([N+](=O)[O-])c1 | -4 | 11 | -4 | 16 | 5 | i | 1 | 11 | i
COc1cc(C)c(S(=O)(=O)n2ccc(C)n2)cc1C | 2 | 0 | 3 | 9 | -12 | i | 0 | 5 | i
Cc1ccc(-c2nn(-c3cccc(F)c3)cc2CN2CCN(c3ccccn3)CC2)o1 | -1 | -3 | 0 | 4 | 8 | i | 26 | 2 | i
CC(C)NC(=O)c1ccc2c(c1)S(=O)(=O)c1ccccc1C2=O | 2 | -4 | 0 | 1 | -4 | i | -6 | 0 | i

2 neighbouring records out of the list so far:
SMILES | Rin1 Abl inh | NadD block | CSN inh | PABP1 MLLE inh | SKN-1 inh | Rpn11 block | FAS TE block | MT1-MMP act inh | Neddyl block
Cc1ccc(-c2nn(-c3cccc(F)c3)cc2CN2CCN(c3ccccn3)CC2)o1 | -1 | -3 | 0 | 4 | 8 | i | 26 | 2 | i
CC(C)NC(=O)c1ccc2c(c1)S(=O)(=O)c1ccccc1C2=O | 2 | -4 | 0 | 1 | -4 | i | -6 | 0 | i

The list goes on:
SMILES | Rin1 Abl inh | NadD block | CSN inh | PABP1 MLLE inh | SKN-1 inh | Rpn11 block | FAS TE block | MT1-MMP act inh | Neddyl block
O=C(Nc1ccccn1)C1CCN(S(=O)(=O)c2cccc3nonc23)CC1 | -1 | -1 | -1 | -5 | 5 | i | -4 | 1 | i
CCOc1ccc(/C=C2\SC(=S)N(N3C(=O)C4CC4C3=O)C2=O)cc1 (stereo unspecified) | 2 | 16 | -1 | 10 | 1 | i | -2 | 3 | i
COc1cccc(N2C(=O)C3CCCN3C2c2cccs2)c1 (stereo unspecified) | 1 | -2 | 3 | -15 | 29 | i | -2 | 0 | i
COc1ccc(C(=O)N/C(=C\c2ccco2)C(=O)NCCN2CCOCC2)cc1 | 0 | -4 | -1 | 0 | 7 | i | -4 | 1 | i
Cc1cccc(N2C(=O)C=CC2=O)c1 | -3 | -2 | -1 | 32 | -3 | i | -4 | -2 | i
N/C(=N\c1nc(CSc2ccc(Cl)cc2)cc(=O)[nH]1)Nc1ccccc1C(F)(F)F | 0 | 14 | 0 | 15 | -22 | i | -4 | -6 | i
O=c1sc2ccccc2c(N2CCN(c3ccccc3)CC2)c1[N+](=O)[O-] | -3 | -4 | -3 | 4 | 10 | i | 21 | 3 | i
CN(CC(=O)N1CCCC1)S(=O)(=O)c1ccc(Cl)cc1 | -1 | -2 | 0 | -2 | 13 | i | -10 | -1 | i
O=C(O)c1cccc(NC2=C(n3nnc4ccccc43)C(=O)c3ccccc3C2=O)c1 | -6 | -4 | -1 | -16 | 5 | i | -2 | 5 | i
Fc1ccccc1N1CCN(C(c2ccnc3ccccc23)c2nnnn2-c2ccc3c(c2)OCCO3)CC1 (stereo unspecified) | nt | 2 | -1 | nt | 14 | nt | 49 | -2 | i
O=C(N/N=C/c1cccnc1)c1ccccc1Br | 1 | 1 | 3 | 2 | 8 | i | -4 | -6 | i
COC(=O)c1scc(S(=O)(=O)C(C)(C)C)c1-n1cccc1 | -3 | -4 | -1 | -7 | -18 | i | -6 | -3 | i
Cc1cccc(C)c1NC(=O)CNC(=O)COC(=O)c1ccc(Cl)s1 | -7 | 2 | -1 | -2 | -23 | i | -6 | -3 | i
CC(C)C[C@@H]1CN=C(N)N1C[C@@H]1CCCN1C[C@@H](C(C)C)N1C[C@@H](Cc2ccccc2)N(CCCC2CCCC2)C1=N | -5 | 1 | 0 | -2 | -7 | i | -40 | -1 | i
Cc1cccc(C)c1NC(=O)CCCSc1nnc(-c2ccco2)n1-c1ccccc1 | 1 | 2 | -1 | -17 | 8 | i | -6 | -5 | i

Reformatted with each value named: entries from further up
Cc1cccc(C)c1NC(=O)CNC(=O)COC(=O)c1ccc(Cl)s1
  Rin1 Abl inh: -7
  NadD block: 2
  CSN inh: -1
  PABP1 MLLE inh: -2
  SKN-1 inh: -23
  Rpn11 block: i
  FAS TE block: -6
  MT1-MMP act inh: -3
  Neddyl block: i

Cc1cccc(N2C(=O)C=CC2=O)c1
  Rin1 Abl inh: -3
  NadD block: -2
  CSN inh: -1
  PABP1 MLLE inh: 32
  SKN-1 inh: -3
  Rpn11 block: i
  FAS TE block: -4
  MT1-MMP act inh: -2
  Neddyl block: i

Following part
SMILES | Rin1 Abl inh | NadD block | CSN inh | PABP1 MLLE inh | SKN-1 inh | Rpn11 block | FAS TE block | MT1-MMP act inh | Neddyl block
CC(C)C(=O)Nc1ccc(C(=O)CSc2nnc(C3CC3)n2C2CC2)cc1 | 0 | -1 | 0 | -5 | -7 | i | -8 | 3 | i
COc1ccc(S(=O)(=O)N(C)CC(=O)N2CCN(c3ccccc3)CC2)cc1 | 0 | -8 | -1 | -1 | -11 | i | 0 | 1 | i
Cc1nnc(SCC(=O)NNC(=O)c2ccc(Br)cc2)n1C | 2 | -17 | -16 | 4 | 11 | i | -2 | 1 | i
Cc1ccc2c(c1)NC(=O)C(CC(=O)NCCN(CC(C)C)CC(C)C)O2 (stereo unspecified) | 1 | -3 | 1 | 7 | -2 | i | -4 | 13 | i
COCCn1c(-c2ccc(Cl)cc2)nc2oc3cc(OC)ccc3c(=O)c2c1=O | 3 | 4 | 0 | 3 | -4 | i | 6 | 3 | i
NS(=O)(=O)c1ccc(NC(=O)c2ccc3nccnc3c2)cc1 | 1 | -5 | 2 | 5 | -4 | i | -4 | 0 | i
CCc1nc2c(OCCC3CCCCC3)cccn2c1N(C)C(=O)c1cccs1 | -2 | 5 | -1 | -19 | 8 | i | 16 | -12 | i
COc1ccc(-c2n[nH]c(C)c2-c2cscn2)c(O)c1 | 0 | -4 | -6 | 3 | -6 | i | -5 | 0 | i
O=C(Nc1ccccc1)NN1CC(=O)N(c2ccc(Cl)cc2)CC1=O | -2 | 2 | -1 | 4 | 1 | i | -4 | 4 | i
COc1ccc(N(C(=O)c2ccco2)C(C(=O)NC2CCCC2)c2ccncc2)cc1OC (stereo unspecified) | -2 | -5 | 7 | -4 | 16 | i | -5 | 1 | i
COc1ccc(C2CC3(O)CC(C#N)(C(=O)N3)C2(C#N)C#N)cc1 (stereo unspecified) | 2 | -1 | -5 | -3 | -1 | i | -1 | -3 | i
COc1ccccc1C(=O)N1CCN(Cc2nc(CC3CC3)no2)CC1 | -1 | -1 | -2 | -1 | 0 | i | 1 | -2 | i
CC(C)N(C(=O)Cn1cc(S(=O)(=O)CC(=O)N2CCOCC2)c2ccccc21)C(C)C | 2 | -3 | -3 | -1 | 14 | i | -5 | 0 | i
COc1cc(C2=NC(CO)(CO)CO2)cc(OC)c1OC | -1 | -4 | -11 | 5 | -10 | i | -1 | 0 | i
CCCCCN=C(N)N/N=C/c1c[nH]c2ccc(OC)cc12 | -6 | 9 | -5 | -20 | 21 | i | -9 | -13 | i
O=C(CNS(=O)(=O)c1ccccc1)N/N=C/c1ccc(O)cc1 | 0 | -3 | 4 | -1 | 10 | i | -6 | 0 | i
CCN(CC)CCCNC(=O)CCC(=O)Nc1ccc2nc(N3CCCCC3)cc(C)c2c1 | -1 | -3 | 4 | -5 | 2 | i | -5 | 5 | nt
COc1cccc(C2=CC(=O)CC(C)(C)C2=O)c1 | -5 | 0 | -1 | 5 | 6 | i | -6 | 3 | i
CC(C)=C(NC(=O)c1ccccc1)C(=O)Nc1cccc(C)c1 | 1 | 2 | -2 | 4 | -4 | i | -6 | 0 | i
C=CCn1nc(C(=O)OCC)cc1-c1sc(NC(=O)c2ccccc2)nc1C | 4 | 0 | 4 | -2 | 13 | i | 4 | -10 | i
COC(=O)[C@@]12C[C@@H](CC(=O)NCCc3ccccc3OC)C(=O)N(Cc3ccccc3)C1=CCC(C)(C)C2 | nt | nt | 0 | nt | 8 | nt | nt | -13 | i
Cc1ccc(C2CC(=O)c3cnc(NC(=O)c4ccco4)nc3C2)cc1 (stereo unspecified) | -1 | 8 | -3 | -8 | -8 | i | 0 | -2 | i
COc1ccc(NS(=O)(=O)c2cccc(C(=O)N3CCC3)c2)cc1 | 1 | -3 | 0 | 3 | 7 | i | -1 | 4 | i
CCOC(=O)C1=C(C)NC(=O)NC1c1ccc(C)o1 (stereo unspecified) | 0 | -4 | 0 | 6 | -2 | i | -10 | -2 | i
CCNC(=O)C1CCCN(Cc2cc(-c3ccccc3)on2)CC1 (stereo unspecified) | -3 | -2 | -2 | -7 | 3 | i | -7 | 1 | i
CC(C)(CNC(=O)COc1ccccc1Cc1ccccc1)N1CCOCC1 | 2 | -6 | 6 | 12 | -8 | i | 3 | -3 | i
O=C1CCCC(=O)N1c1ccc(Oc2ccc(Cl)cc2)cc1 | 1 | 0 | 4 | 4 | 7 | i | -7 | -1 | i
O=C(CCn1c(=S)oc2ccccc21)Nc1ccccc1Br | -2 | -4 | 2 | 6 | -2 | i | 6 | -5 | i
CC(Oc1ccc2c(c1)oc(=O)c1ccccc12)C(=O)NC(Cc1c[nH]c2ccc(O)cc12)C(=O)O (stereo unspecified) | -3 | -2 | 1 | 5 | 2 | i | -5 | 1 | i
COCCn1c(SCC(=O)Nc2cc(C)cc(C)c2)nnc1C(C)C | 0 | -3 | 4 | 7 | -36 | i | -12 | 4 | i
CCc1ccc(S(=O)(=O)/N=C2\C=C(NS(=O)(=O)c3ccccc3)C(=O)c3ccccc32)cc1 | 0 | 27 | 6 | 11 | -8 | i | -2 | 5 | i
CC(Sc1nnc(COc2ccc(Cl)cc2)n1Cc1ccccc1)C(=O)O (stereo unspecified) | -2 | 1 | -10 | -113 | 9 | i | 2 | 3 | i
CN(CC(=O)NCc1ccncc1)S(=O)(=O)c1ccc2ccccc2c1 | 1 | 0 | 3 | -5 | 1 | i | -3 | 4 | i
